Screening data as filed in PubChem.
EPAC2 antagonist – qHTS for Antagonist of cAMP-regulated guanine nucleotide exchange factor 2 (EPAC2): primary screen; AID 720708, 2013; Potency, µM (top dose mostly 114 µM), for the others: at the top dose activity, negative = inhibition, actives largely listed as inhibitors; Rap guanine nucleotide exchange factor 4 (Homo sapiens), Q8WZA2; actives 0.18% (n = 360,000); EPAC2 GEF exchange of Rap1B-BODIPY-GDP, fluorescence; also: potency is read from the fitted curve at half-maximal effect; % is scaled to controls: 0 for no effect and ±100 for the full control effect; nearly all actives have a fitted effect of over 45% in size; many of its hits are not listed in these tables
Target sequence (Q8WZA2 whole entry, looked up): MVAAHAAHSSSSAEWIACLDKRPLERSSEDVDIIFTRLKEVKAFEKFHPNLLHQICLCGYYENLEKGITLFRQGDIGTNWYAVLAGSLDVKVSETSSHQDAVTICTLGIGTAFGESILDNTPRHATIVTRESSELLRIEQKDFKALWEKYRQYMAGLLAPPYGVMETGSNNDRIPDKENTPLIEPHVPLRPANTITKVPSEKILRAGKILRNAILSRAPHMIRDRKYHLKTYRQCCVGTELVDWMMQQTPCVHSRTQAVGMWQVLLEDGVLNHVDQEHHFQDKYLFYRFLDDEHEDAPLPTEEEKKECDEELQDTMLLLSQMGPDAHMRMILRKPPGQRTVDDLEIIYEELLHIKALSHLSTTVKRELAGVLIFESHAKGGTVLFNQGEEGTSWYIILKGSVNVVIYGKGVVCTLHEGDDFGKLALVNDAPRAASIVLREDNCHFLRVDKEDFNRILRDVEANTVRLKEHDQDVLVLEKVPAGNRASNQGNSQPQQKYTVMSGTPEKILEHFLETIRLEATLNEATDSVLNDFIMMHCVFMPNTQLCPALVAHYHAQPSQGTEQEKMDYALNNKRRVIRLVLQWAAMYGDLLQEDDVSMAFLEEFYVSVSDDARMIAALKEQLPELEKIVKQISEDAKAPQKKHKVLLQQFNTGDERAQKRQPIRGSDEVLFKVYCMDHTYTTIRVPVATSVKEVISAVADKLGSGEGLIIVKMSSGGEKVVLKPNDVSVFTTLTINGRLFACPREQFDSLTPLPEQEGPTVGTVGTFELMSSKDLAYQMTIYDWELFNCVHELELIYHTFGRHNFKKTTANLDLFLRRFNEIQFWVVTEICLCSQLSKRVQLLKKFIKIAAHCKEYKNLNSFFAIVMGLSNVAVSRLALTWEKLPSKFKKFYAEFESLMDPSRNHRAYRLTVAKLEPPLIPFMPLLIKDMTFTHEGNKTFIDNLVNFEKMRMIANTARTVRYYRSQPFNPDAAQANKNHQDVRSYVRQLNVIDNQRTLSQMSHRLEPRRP
CCT modulator – High-Throughput Screening for Modulators of Cytosolic Chaperonin Activity; actives 0.3% (n = 360,000); activity change, % (concentration not given with the values), hits read low; purified chaperonin ATPase assay, HTRF ADP detection, 30 min; in the data active = activity change below about -30%; also: % is scaled to controls: 0 for no effect and ±100 for the full control effect
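Nucleotide hydrolysis assay: TRiC at 20–40 nM final (set by batch activity) with 10 uM ATP, 30 min at 37 °C, in presence of 76 uM compound. Detection by competitive ADP HTRF, 30 min ambient.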
PTHR1 ag – qHTS for PTHR1 Agonists: Primary Screen | Parathyroid hormone/parathyroid hormone-related peptide receptor (Homo sapiens), Q03431 | HEK293 GP2 PTHR1 cells, GloSensor cAMP luminescence, 1 h | Potency, µM (titrated, usually from 115 µM), without a hit: at the highest dose activation, usual class: activators | AID 743266, 2014 | actives 0.075% (n = 410,000); also: potency is read from the fitted curve at half-maximal effect; nearly all actives have a fitted effect of over 55% in size; some results filed as inactive show a strong effect at the top dose; inactives centre near -15; many of its hits are not listed in these tables
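HEK-293-derived GP2 cells expressing PTHR1 and a GloSensor cAMP reporter, 3,000/well, plated overnight, given luciferin plus IBMX (each 0.5 mM as added) for 1 h at 37 °C, then compound for 1 h at 37 °C. Luminescence was read after 15 min at room temperature.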
D3 antag – qHTS of D3 Dopamine Receptor Antagonist: qHTS | D3R cells, DiscoveRx beta-arrestin luminescence, antagonist mode; hits give low values | max response, negative = inhibition, % | actives 2.5% (n = 360,000) | AID 652054, 2013; in the data active = max response below about -50%; inconclusive = no clear call, values can overlap the other calls; also: % is scaled to controls: 0 for no effect and ±100 for the full control effect; mostly tested at two doses, the higher about 12 µM
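Cells plated overnight at 1500 cells/well, then exposed to library compounds with dopamine controls for 90 minutes at 37 degrees C. DiscoveRx reagent added for 30–60 minutes at room temperature; luminescence read, quantitative HTS format.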
Mm-Cpn inhibitor – Inhibitors of TCP-1 ring complex (TRiC) of Methanococcus maripaludis (MmCpn): qHTS; Chaperonin Mm-Cpn (Methanococcus maripaludis); purified Mm-Cpn ATPase, ADP Transcreener TR-FRET; Potency, µM (doses to about 76.9 µM), for inactives: at the highest dose activity, negative = inhibition, actives largely listed as inhibitors; actives 0.031% (n = 330,000); AID 504842, 2011; also: potency is read from the fitted curve at half-maximal effect; % is scaled to controls: 0 for no effect and ±100 for the full control effect; nearly all actives have a fitted effect of over 80% in size
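Reaction buffer contained 30 mM Tris pH 7.4, 100 mM KCl, 5 mM MgCl2 and 1 mM DTT. Mm-CPN (25 nM final) hydrolysed 10 uM ATP over 30 min at 37°C; ADP was read by HTRF.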
Akt phos inh – HTS Assay for Inhibitors of Akt Phophorylation: Primary Screen; Neuro2A IGF-stimulated pAkt S473 HTRF, 20 min; hits give low values; activity change, % for hits at 50 µM; actives 0.32% (n = 360,000); in the data active = activity change below about -80%; inconclusive = mostly about -51% to -80%; also: % is scaled to controls: 0 for no effect and ±100 for the full control effect
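Single-point screen (50 µM final compound) in Neuro2A cells stimulated 20 min with 6 nM IGF at 37 deg C. After lysis, Ser473-phosphorylated Akt read by HTRF (ex 330 nm, em 615/665 nm) as the 665/615 ratio.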
D3 ag – qHTS of D3 Dopamine Receptor Agonist: qHTS. actives 0.58% (n = 410,000). AID 652048, 2013. D3R DiscoveRx beta-arrestin cells, luminescence, 90 min. max activation, %; in the data active = max activation above about 30%; also: 0% is about no effect; mostly tested at two doses, the higher about 12 µM
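Agonist mode: compounds and dopamine controls were applied to plated cells for 90 min at 37 degrees C after an overnight attachment at 1500 cells/well. Luminescent read-out followed 30 - 60 minutes at room temperature with DiscoveRx detection reagent.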
EPAC2 ag – qHTS for Agonist of cAMP-regulated guanine nucleotide exchange factor 4 (EPAC2): primary screen. Rap guanine nucleotide exchange factor 4 (Homo sapiens), Q8WZA2. AID 720711, 2013. Potency, µM (series often up to 154 µM), inactives show at the top dose activation, usual class: activators. actives 0.079% (n = 360,000). EPAC2 activation, biochemical qHTS; response scale: 100% = 6.5 mM cAMP response; also: potency is read from the fitted curve at half-maximal effect; nearly all actives have a fitted effect of over 50% in size
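Each well held 100 nM EPAC2, 250 nM RAP1B-BODIPY-GDP and 50 uM GDP. Fluorescence, read at 5-min intervals to 30 min, was referenced to a 6.5 mM cAMP positive control.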
An asterisk follows results filed as active; i = inactive; u = inconclusive; x = not tested or not shown; [ ] = dose if it differs, or a comment. Unless noted, calls follow the shape of the dose curve; as a rule, active = well fitted curve in the direction sought with a large enough effect; inconclusive = small, poorly fitted or top-dose-only effect, or another doubt; inactive = no such curve, though single readings can be large; an effect the other way counts as inactive or inconclusive. Not all compounds are listed; rates above refer to the full screens.

Below each SMILES – D3 antag	Mm-Cpn inhibitor	PTHR1 ag	Akt phos inh	EPAC2 ag	D3 ag	CCT modulator	EPAC2 antagonist
> Nc1nc(SCc2ccc(Cl)cc2)ns1
  4	-2%	-76%[inhibitor][57.5 µM]	i	3%	-1	-5.5	-5%
> CCOC(=O)C1=CCC(C(C)(C)C)N(S(=O)(=O)c2ccc(C)cc2)C1 (stereo not drawn)
  0	x	i	i	11%	4	0.6	-19%
> CCN(Cc1nc(-c2ccccc2)no1)C(=O)c1ccc2c(c1)OCO2
  3	-4%	i	i	8%	6	0.1	-9%
> Cc1ccc(NC(=O)Cn2cnc3ccccc32)cc1C
  6	2%	-1%	i	6%	1	2.6	-1%
> CCOC(=O)C1=C(COC(=O)CNC(=O)c2cccc(C)c2)NC(=O)NC1C (stereo not drawn)
  -8	-4%	i	i	7%	-2	-3.7	13%
> Cc1nn(-c2ccccc2)c2nc(C(F)F)cc(C(F)F)c12
  5	-6%	-41%[inhibitor]	i	15%	8	-0.4	-2%
> Cc1cc(C(=O)N2CCCC(CO)(Cc3ccc(F)cc3)C2)c(C)o1 (stereo not drawn)
  -10	-2%	-16%	i	8%	-3	-0.8	1%
> Cc1ccc(NC(=S)N2CCN(c3ncccn3)CC2)cc1C
  12	2%	-33%[inhibitor]	i	-8%	1	0.1	1%
> COCCn1c(SCC(=O)NCCc2ccccc2)nnc1-c1ccco1
  -18	3%	-12%[57.5 µM]	x	9%	6	-4.2	-6%
> CCOc1ccc(NC(=O)COC(=O)CCS(=O)(=O)c2ccc(C)cc2)cc1
  8	0%	i	i	1%	2	2.6	-6%
> CSCCC(c1nnnn1-c1c(C)cccc1C)N1CCN(C/C=C/c2ccccc2)CC1 (stereo not drawn)
  -95*	x	-18%	i	9%	-14	0.4	0%
> N#CC1(c2cccc(Br)c2)C(=O)Nc2ccccc21 (stereo not drawn)
  15	x	i	i	-3%	3	-1.0	-10%
> COc1cc(N)c(Br)cc1C(=O)O
  -14	5%	-61%[inhibitor]	i	11%	2	-0.2	-9%
> Fc1ccc(C2CCNCC2COc2ccc3c(c2)OCO3)cc1 (stereo not drawn)
  -10	0%	-2%	i	4%	0	-0.7	3%
> CCOc1ccccc1NS(=O)(=O)c1ccc(-n2cccn2)cc1
  -5	-2%	-13%	i	2%	-3	1.2	3%
> c1ccc(Cn2c(-c3ccccc3)nc3nc4ccccc4nc32)cc1
  7	2%	-37%[inhibitor]	i	0%	14	-2.2	3%
> O=C1C2C(C(=O)N1/N=C/c1cc(Br)cc([N+](=O)[O-])c1O)C1C=CC2C12CC2 (stereo not drawn)
  -70*	0%	-50%[inhibitor][57.5 µM]	i	3%	-30	-2.6	-15%
> CCOc1ccc(C(C)NC(=S)NCc2ccc(Cl)cc2)cc1 (stereo not drawn)
  -11	3%	u	i	14%	-3	-2.2	-11%
> CCOC(=O)N/N=C/c1ccc(OCCSc2ccc(Cl)cc2)c(OCC)c1
  61	0%	i	i	19%	16	-0.2	17%
> O=C(CN1CCN(Cc2cccc(Cl)c2)C1=O)NCc1ccccn1
  2	0%	2%	i	20%	-1	-2.4	1%

An excerpt of these results, in CSV form:
structure,D3 antag,Mm-Cpn inhibitor,PTHR1 ag,Akt phos inh,EPAC2 ag,D3 ag,CCT modulator,EPAC2 antagonist
COc1cc(N)c(Br)cc1C(=O)O,-14,5%,-61%[inhibitor],i,11%,2,-0.2,-9%
Fc1ccc(C2CCNCC2COc2ccc3c(c2)OCO3)cc1 (stereo not drawn),-10,0%,-2%,i,4%,0,-0.7,3%

The list goes on:
Below each SMILES – D3 antag	Mm-Cpn inhibitor	PTHR1 ag	Akt phos inh	EPAC2 ag	D3 ag	CCT modulator	EPAC2 antagonist
> O=C(CSCc1c(F)cccc1Cl)NCc1ccncc1
  3	0%	-14%	i	4%	-6	-1.0	0%
> Cc1c(Br)c([N+](=O)[O-])nn1CCCC(=O)N1CCN(c2ccccc2)CC1
  -5	0%	-28%	i	-5%	-9	-0.3	10%
> COc1ccc(CCN2C(=O)CC(N3CCN(S(=O)(=O)c4ccccc4)CC3)C2=O)cc1OC (stereo not drawn)
  -7	-1%	-21%	i	3%	2	-0.1	36%[activator]
> COc1ccc(C(=O)NCC(=O)NCC(=O)OCC(=O)c2ccc(C)cc2)cc1
  -8	4%	-1%	i	-5%	-7	0.4	14%
> CN(CC(=O)Nc1cccc(F)c1)C(=O)c1ccc(C2SCCS2)cc1
  -23	-1%	-4%	i	-6%	-1	0.6	-8%
> CC(=O)N1CCN(S(=O)(=O)c2cccc(C(=O)Nc3nc4ccccc4[nH]3)c2)CC1
  18	0%	-17%	i	14%	-3	1.5	-3%
> O=C(CC1SC(=O)N(Cc2cccc3ccccc23)C1=O)Nc1nccs1 (stereo not drawn)
  22	-2%	i	i	3%	1	0.2	9%
> CCC(CC)C(=O)Nc1cccc(C(=O)N2CCCC2)c1
  -10	1%	9%	i	14%	-8	-9.3	-4%
> C[C@@H]1CCCCO[C@H](CN(C)Cc2ccccc2)[C@@H](C)CN([C@H](C)CO)C(=O)c2cc(NS(=O)(=O)c3ccc(Cl)cc3)ccc2O1
  -1	x	-23%	i	2%	5	1.4	-14%
> CCOC(=O)N1CCN(C2=CC(=O)OC23CCCCC3)CC1
  -15	0%	i	i	3%	-7	-0.6	18%
> O=C(CSc1nc2ccccc2c(=O)n1-c1ccc(F)cc1)NC1CCS(=O)(=O)C1 (stereo not drawn)
  -24	-1%	-2%	i	2%	-22	-1.1	-12%
> FC(F)(F)c1cccc(NC(=S)N2CCN(c3ccccn3)CC2)c1
  -106*	0%	-28%	i	-3%	6	0.8	-15%
> CC(C)Sc1nc2sc(-c3ccccc3)cc2c(=O)n1N
  0	0%	-17%[57.5 µM]	i	0%	0	-1.8	-1%
> Cc1ccc2nc3c(cc2c1)c(NS(=O)(=O)c1ccccc1)nn3CC(C)C
  -1	0%	i	i	-10%	-13	-6.6	10%
> COc1ccc(/C=C/C(=O)Nc2cccc(S(=O)(=O)NC3=NCCCCC3)c2)cc1
  -16	1%	-19%	i	16%	6	-2.6	5%
> O=C(NCC(=O)N1CCc2ccccc2C1)c1ccccc1Cl
  6	-1%	i	i	6%	8	-0.5	0%
> CC(C)Cn1c(N)c(C(=O)CSc2nncs2)c(=O)n(C)c1=O
  5	-2%	-31%[inhibitor]	i	6%	3	-2.1	4%
> COC(=O)c1cc2c(ccn2-c2ccc(F)cc2)n1CC(C)C
  9	-1%	-17%	i	-2%	-5	0.4	-20%
> CCOC(=O)N1CCN(S(=O)(=O)/C=C/c2ccccc2)CC1
  -2	0%	0%	x	8%	-1	1.0	1%
> COc1ccc(CN2CCCC(CNC(=O)c3ccc(F)cc3)C2)c(C)c1C (stereo not drawn)
  u	0%	i	i	20%	-10	-2.2	1%[57.1 µM]
> CCS(=O)(=O)c1nc(S(=O)(=O)c2ccc(Cl)cc2)c(N2CCC3(CC2)OCCO3)s1
  5	2%	-5%	i	2%	0	-3.7	-13%
> CCc1cc(=O)oc2cc(C)c3c(C)coc3c12
  10	0%	i	i	-8%	1	-0.6	10%
> O=C(O)/C(=C\c1cccc([N+](=O)[O-])c1)c1ccc(S(=O)(=O)N2CCCCC2)s1
  22	-1%	-42%[inhibitor]	i	-2%	12	-0.3	-20%
> CCOC(=O)Cn1c(C)nc2ccccc21
  0	-1%	i	i	6%	10	-2.7	-3%
> O=C(O)C(Cc1ccc(Cl)cc1)Sc1nc2ccccc2[nH]1 (stereo not drawn)
  -1	0%	-49%[inhibitor]	i	2%	-4	1.3	-4%
> O=C(NCCc1ccccc1)c1ccc(=O)oc1
  7	1%	-5%[57.5 µM]	i	5%	-11	-0.8	-1%
> CS(=O)(=O)N(CC(=O)NC1CCCC1)c1ccc2c(c1)OCCO2
  -12	-1%	i	i	2%	-7	-5.9	3%
> Cc1ccc(S(=O)(=O)NCc2ccccc2)cc1C(=O)N1CCN(c2ccccc2)CC1
  -15	-1%	-21%	i	5%	6	1.0	-6%
> CCC1C(C#N)=C(SC)NC2=C1C(=O)CC(C)(C)C2 (stereo not drawn)
  -12	-4%	-5%	i	-8%	5	-1.6	-2%
> O=C(OCC(=O)N1CCc2ccccc21)c1ccc(Cl)nc1
  15	-3%	-17%[57.5 µM]	i	3%	-14	-4.4	0%
> O=C(Nc1ccccc1)c1ccc(CN2CCc3ccccc3C2)cc1
  u	1%	-18%	i	1%	-4	-4.6	10%
> COc1ccccc1Cc1c(-c2ccc(Cl)cc2)nc2ccc(Cl)cn12
  6	x	-74%[inhibitor]	i	-1%	0	0.8	u
> O=C(NCCNC(=O)c1cccnc1)c1cccnc1
  12	x	-21%	i	9%	8	-1.2	7%
> COc1ccc(/C=C/C=C2\N=C(SC)SC2=O)cc1
  -10	2%	i	i	-3%	-4	1.2	6%
> Cc1ccc(F)cc1NC(=O)CSCc1c(C)noc1C
  -6	-29%	-84%[inhibitor]	i	6%	5	-3.8	-3%
